PGC1a acetyl inh = PGC1a acetylation modulation, inhibitor mode. U2OS PGC1a acetylation, AlphaScreen anti-acetyl-lysine; with virally co-expressed GCN5 acetyltransferase. inhibition, % at 15.6 µM. hit rate 0.17% among 350,000;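 active = every replicate shows inhibition of at least 40%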;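 also: 0% = neutral control wells and 100% = positive control wells; some results beyond the cut were filed as inactive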
EWS-Fli block = blocks EWS/Fli oncoprotein-driven transcription; A673 NR0B1-luciferase reporter, viability-normalised; inhibition, % at 12.6 µM; hit rate 0.67% among 350,000;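 active = mean inhibition of at least 50% after viability correction, with every replicate also passing that limit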;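 also: firefly luciferase signal divided by Alamar Blue viability fluorescence both relative to DMSO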
PglD DTNB = PglD (C. jejuni) enzyme inhibition; purified PglD enzyme, DTNB colorimetric CoA detection; inhibition, % at 12.5 µM; hit rate 0.098% among 360,000; AID 602405; in the data active = inhibition above about 16%, passing the limit was not always enough; also: strong numbers were not always called active
ERAP1 HTS inh = blocks human ERAP1 aminopeptidase activity; Q9NZ08; recombinant ERAP1, Leu-AMC fluorescence, 60 min; inhibition, % at 10.7 µM; hit rate 0.15% among 340,000; AID 652197;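 active = mean replicate inhibition of at least 30%, or all replicates individually reaching that 30% level; inactive = mean below 30% and not every replicate reaching it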;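 also: 0% = neutral control wells and 100% = L-leucinethiol positive control wells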
Target sequence (Q9NZ08 whole entry, looked up): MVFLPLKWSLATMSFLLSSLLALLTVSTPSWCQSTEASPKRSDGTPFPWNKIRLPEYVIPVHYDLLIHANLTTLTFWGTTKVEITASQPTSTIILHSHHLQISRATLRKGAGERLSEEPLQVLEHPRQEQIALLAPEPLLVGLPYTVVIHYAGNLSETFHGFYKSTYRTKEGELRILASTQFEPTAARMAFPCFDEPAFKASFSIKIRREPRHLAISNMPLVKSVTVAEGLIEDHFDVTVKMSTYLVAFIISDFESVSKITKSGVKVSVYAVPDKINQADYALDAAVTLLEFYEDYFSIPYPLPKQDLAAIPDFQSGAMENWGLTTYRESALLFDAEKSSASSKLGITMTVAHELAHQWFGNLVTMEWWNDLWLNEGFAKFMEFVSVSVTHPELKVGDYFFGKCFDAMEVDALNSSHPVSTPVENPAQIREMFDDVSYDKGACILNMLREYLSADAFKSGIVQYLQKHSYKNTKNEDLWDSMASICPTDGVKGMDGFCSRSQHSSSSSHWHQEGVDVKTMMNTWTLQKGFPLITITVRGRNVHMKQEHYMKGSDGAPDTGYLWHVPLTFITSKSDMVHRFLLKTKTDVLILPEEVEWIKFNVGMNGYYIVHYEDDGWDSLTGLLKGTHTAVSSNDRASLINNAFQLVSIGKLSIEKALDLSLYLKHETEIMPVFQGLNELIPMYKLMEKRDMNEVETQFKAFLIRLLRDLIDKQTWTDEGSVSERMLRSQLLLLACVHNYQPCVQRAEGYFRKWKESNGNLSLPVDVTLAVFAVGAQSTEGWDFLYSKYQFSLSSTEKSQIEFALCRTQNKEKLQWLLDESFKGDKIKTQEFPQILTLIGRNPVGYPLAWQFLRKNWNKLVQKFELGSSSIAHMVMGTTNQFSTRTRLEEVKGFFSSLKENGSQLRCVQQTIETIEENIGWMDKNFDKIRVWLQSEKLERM
FN deposition inh = fibronectin deposition inhibition | AH1F fibroblasts, Alexa488-fibronectin deposition fluorescence, overnight | inhibition, % at 12.6 µM | hit rate 0.086% among 350,000 | AID 743247;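 active = mean inhibition across replicates of 30% or more, regardless of how many single replicates reach that level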;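 also: positive control wells lacked labelled fibronectin entirely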
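Schedule: 1 h cell adhesion before compound, then overnight fibronectin incubation; test system: AH1F fibroblast monolayer depositing Alexa488-labelled fibronectin into matrix; quantity: 10000 AH1F cells per well; probe or stimulus: fluorescent fibronectin at 24 nM final; signal: fluorescence, ex 485 nm, em 525 nm; evaluation: percent inhibition as loss of matrix-bound fibronectin fluorescence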
LGR2 antag = inhibitors of bursicon-induced Drosophila LGR2 receptor cAMP signaling. AID 720647. hit rate 0.35% among 380,000. HEK293 LGR2, CRE-luciferase, bursicon-stimulated, 4 h. inhibition, % at 9.99 µM;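 active = drop in luminescence signal, shown as inhibition above about 50% in the replicate tests, limit read from the data, passing the limit was not always enough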;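 also: agonist challenge used bursicon conditioned medium at about half maximal strength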
PAX8 reporter = inhibitors of PAX8 transcriptional activity in RMG-I cells. RMG-I TPO-luciferase reporter, SteadyGlo, 24 h. inhibition, % at 12.6 µM. hit rate 1.2% among 360,000. AID 652154;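 active = mean replicate inhibition at least 60% with every replicate also reaching 60%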;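 also: luciferase light reporting Pax8 driven TPO promoter activity; plate controls were median of neutral control wells for no effect and mitoxantrone controls for full effect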
S100A4 MyoIIA = S100A4-myosin IIA interaction inhibition; inhibition, % at 10.7 µM; P26447; hit rate 0.14% among 360,000; S100A4/TAMRA-MyoIIA peptide fluorescence polarization;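 active = mean inhibition of at least 70% across replicates, with every replicate also reaching that level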
Target sequence (P26447 whole entry, looked up): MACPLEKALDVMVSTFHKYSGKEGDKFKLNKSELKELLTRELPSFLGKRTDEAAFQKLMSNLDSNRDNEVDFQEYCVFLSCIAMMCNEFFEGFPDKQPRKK
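Test system – S100A4 monomer (human) · Compound – single-point compound testing · Schedule – 5 min incubation before reading · Probe or stimulus – TAMRA-labelled myosin IIA heavy-chain peptide probe, 5 nM · Benchmarks – neutral control DMSO, positive control TFP · Medium – Calcium-containing HEPES buffer, pH 7.2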
* = called active by the depositor.

Screening COc1ccc(-c2noc(CN3CCCC(OCc4ccccn4)C3)n2)cc1 (stereo unspecified) returned PGC1a acetyl inh -7.3, EWS-Fli block -1.5, PglD DTNB -6.4, ERAP1 HTS inh 3.2, FN deposition inh -9.9, LGR2 antag -3.0, PAX8 reporter -3.9 and S100A4 MyoIIA 7.6.
CCOc1ccccc1CN1CCC(n2nccc2NC(=O)C2CCCC2)CC1 was read as PGC1a acetyl inh 0.0, EWS-Fli block 9.2, PglD DTNB -0.5, ERAP1 HTS inh 0.3, LGR2 antag -8.0, PAX8 reporter 12.4 and S100A4 MyoIIA -3.2.
Screening O=C(C1CCCCC1)N1CC[C@@H]2[C@H]1c1cc(C#Cc3ccc(F)cc3)ccc1N[C@@H]2CO returned PGC1a acetyl inh 3.6, EWS-Fli block 2.8, PglD DTNB -0.9, ERAP1 HTS inh 0.8, FN deposition inh 5.2, LGR2 antag 11.8, PAX8 reporter -18.4 and S100A4 MyoIIA -18.0.
Screening C[C@H]1CN([C@@H](C)CO)C(=O)c2cccc(NC(=O)Nc3ccc4c(c3)OCO4)c2O[C@H]1CN(C)S(=O)(=O)c1ccc(Cl)cc1 returned PGC1a acetyl inh 1.1, EWS-Fli block -10.8, PglD DTNB 1.8, ERAP1 HTS inh 3.0, LGR2 antag 27.2 and S100A4 MyoIIA -10.5.
For Cc1ccc([C@H]2N[C@]3(CCCN(Cc4cccn4C)C3=O)[C@H]3C(=O)N(C)C(=O)[C@@H]23)cc1 the results were PGC1a acetyl inh -5.2, EWS-Fli block -6.7, PglD DTNB -1.0, ERAP1 HTS inh 3.7, FN deposition inh -7.0, PAX8 reporter 19.0 and S100A4 MyoIIA -3.4.
Screening COc1ccccc1NS(=O)(=O)c1ccc(NC(=O)Cc2cccs2)cc1 returned PGC1a acetyl inh 6.6, EWS-Fli block 19.7, PglD DTNB -0.7, ERAP1 HTS inh -3.4, FN deposition inh -10.9, LGR2 antag 6.8, PAX8 reporter 2.0 and S100A4 MyoIIA -4.0.
Screening COc1ccc(NC(=O)Nc2cccc3c2O[C@H](CN(C)C(=O)Nc2ccccc2)[C@@H](C)CN([C@@H](C)CO)C3=O)cc1 returned PGC1a acetyl inh -3.8, EWS-Fli block -8.9, PglD DTNB 3.2, LGR2 antag 3.3 and S100A4 MyoIIA -1.1.
`CCOC(=O)C1=CN(Cc2cccc(F)c2)S(=O)(=O)N(CC)C1CCc1ccccc1` (stereo unspecified) gave PGC1a acetyl inh 0.7, EWS-Fli block 8.1, PglD DTNB -5.9, LGR2 antag -4.9, PAX8 reporter -3.9 and S100A4 MyoIIA 1.0.
For Cc1cccc(Oc2c([N+](=O)[O-])c(=O)n(C)c3ccccc23)c1 the results were EWS-Fli block 14.2, PglD DTNB 1.7, ERAP1 HTS inh -2.9, FN deposition inh -3.7, LGR2 antag 17.8, PAX8 reporter 17.7 and S100A4 MyoIIA 3.9.
`Cc1cc(C)cc(OC(=O)C23CCC(C)(C(=O)O2)C3(C)C)c1` (stereo unspecified) gave PGC1a acetyl inh -4.5, EWS-Fli block 19.1, PglD DTNB -6.8, FN deposition inh 8.4, LGR2 antag -12.9, PAX8 reporter 6.5 and S100A4 MyoIIA 2.4.

Compounds shown so far that have fluorine (2):
Screening O=C(C1CCCCC1)N1CC[C@@H]2[C@H]1c1cc(C#Cc3ccc(F)cc3)ccc1N[C@@H]2CO returned PGC1a acetyl inh 3.6, EWS-Fli block 2.8, PglD DTNB -0.9, ERAP1 HTS inh 0.8, FN deposition inh 5.2, LGR2 antag 11.8, PAX8 reporter -18.4 and S100A4 MyoIIA -18.0.
`CCOC(=O)C1=CN(Cc2cccc(F)c2)S(=O)(=O)N(CC)C1CCc1ccccc1` (stereo unspecified) gave PGC1a acetyl inh 0.7, EWS-Fli block 8.1, PglD DTNB -5.9, LGR2 antag -4.9, PAX8 reporter -3.9 and S100A4 MyoIIA 1.0.

(cont.)
CCOC(=O)N1CCN(C(=O)COC(=O)c2ccc(Cl)nc2)CC1 was read as PGC1a acetyl inh 2.6, EWS-Fli block -1.2, PglD DTNB -3.6, ERAP1 HTS inh -1.2, FN deposition inh -1.8, LGR2 antag 2.3, PAX8 reporter -9.6 and S100A4 MyoIIA -5.2.
`CCCNC(=O)N(C)C[C@@H]1Oc2ncc(C#CCC(C)C)cc2C(=O)N([C@H](C)CO)C[C@@H]1C` gave PGC1a acetyl inh -9.5, EWS-Fli block -4.0, PglD DTNB -4.8, ERAP1 HTS inh -2.1, FN deposition inh -10.9, LGR2 antag -6.0, PAX8 reporter -24.6 and S100A4 MyoIIA -34.3.
Cc1ccc(-c2ccc([C@@H]3[C@@H](CO)N4C(=O)CN(C(=O)Nc5cccc(F)c5)C[C@@H]34)cc2)cc1 was read as PGC1a acetyl inh -10.6, EWS-Fli block 3.1, ERAP1 HTS inh -2.3, LGR2 antag 10.0 and S100A4 MyoIIA -7.8.
COc1ccc(Cc2nnc(NC(=O)Nc3ccc(F)cc3)s2)cc1OC was read as EWS-Fli block 5.2, ERAP1 HTS inh -0.2, FN deposition inh 5.3, LGR2 antag 9.5, PAX8 reporter 10.6 and S100A4 MyoIIA -15.6.
Screening O=C(NCCCc1ccccc1)c1cccc([N+](=O)[O-])c1 returned EWS-Fli block -16.8, ERAP1 HTS inh 0.9, FN deposition inh 4.2, LGR2 antag -13.8, PAX8 reporter -16.5 and S100A4 MyoIIA -0.3.
Cc1cc(-c2nnc(CCC(=O)N3CCN(Cc4cccnc4)CC3)o2)c(C)o1 was read as PGC1a acetyl inh -8.7, EWS-Fli block 7.7, PglD DTNB 0.1, ERAP1 HTS inh -3.4, FN deposition inh 6.0, LGR2 antag 38.4, PAX8 reporter -3.2 and S100A4 MyoIIA 3.3.
Cc1cccc(Nc2nc(NCCO)nc(N3CCCC3)n2)c1 was read as EWS-Fli block -16.1, PglD DTNB 1.8, ERAP1 HTS inh -1.0, FN deposition inh -3.5, LGR2 antag -4.4, PAX8 reporter 4.4 and S100A4 MyoIIA -4.1.
COc1ccc(C(=O)O/N=C(\C)c2cnccn2)cc1 was read as PGC1a acetyl inh 3.7, EWS-Fli block -3.6, ERAP1 HTS inh -2.9, LGR2 antag -22.1, PAX8 reporter -12.4 and S100A4 MyoIIA -1.4.
`O=C(c1ccco1)N1N=C(c2ccccc2O)CC1c1cccs1` (stereo unspecified) gave PGC1a acetyl inh -5.9, EWS-Fli block -16.8, PglD DTNB 0.6, ERAP1 HTS inh 1.5, LGR2 antag -6.5, PAX8 reporter -1.7 and S100A4 MyoIIA -5.1.
C/C(=N\NC(=O)c1c(Cl)c(C)nn1C)c1cccc(NC(=O)C2CCCC2)c1 was read as EWS-Fli block -9.7, PglD DTNB -5.9, ERAP1 HTS inh 1.3, FN deposition inh 0.2, LGR2 antag -7.0, PAX8 reporter -3.8 and S100A4 MyoIIA -3.7.
Screening Nc1ccc2c(c1)ncn2CCCn1cnc2cc(N)ccc21 returned PGC1a acetyl inh 2.1, EWS-Fli block -5.2, PglD DTNB 2.0, ERAP1 HTS inh -0.3, LGR2 antag 16.8 and S100A4 MyoIIA -1.1.
For CC1(c2ccccc2Cl)NC(=O)N(CC(=O)Nc2cccnc2Cl)C1=O (stereo unspecified) the results were EWS-Fli block -3.1, PglD DTNB -2.9, ERAP1 HTS inh 4.3, FN deposition inh -1.5, LGR2 antag -6.1, PAX8 reporter 1.1 and S100A4 MyoIIA -3.0.
`O=C(NCC1CC1)[C@H]1[C@H](CO)[C@H]2Cn3c(ccc(/C=C/c4ccccc4)c3=O)[C@@H]1N2C(=O)C1CCC1` gave EWS-Fli block 4.7, PglD DTNB 1.1, ERAP1 HTS inh -0.3, LGR2 antag -5.6 and S100A4 MyoIIA 5.1.
For COc1cccc(/C=C2/SC(=S)N(CCC(=O)N3CCOCC3)C2=O)c1 the results were PGC1a acetyl inh 17.3, EWS-Fli block -23.2, PglD DTNB -2.3, ERAP1 HTS inh 2.4, FN deposition inh 2.4, LGR2 antag 0.2, PAX8 reporter 17.3 and S100A4 MyoIIA 0.4.
For C[C@H](CO)N1C[C@H](C)[C@H](CN(C)CC2CC2)Oc2ccc(N(C)C)cc2CC1=O the results were EWS-Fli block 29.7, ERAP1 HTS inh -4.9, FN deposition inh 0.2, LGR2 antag -0.4 and S100A4 MyoIIA 30.2.
Screening COc1ccc(Cl)cc1C(=O)NC(C)C returned EWS-Fli block 0.8, PglD DTNB 3.0, ERAP1 HTS inh 0.1, FN deposition inh 11.5, LGR2 antag 4.5, PAX8 reporter 8.6 and S100A4 MyoIIA 1.5.
CC(=O)OCC(=O)C1(O)CCC2C3CCC4=CC(=O)C=CC4(C)C3C(O)CC21C (stereo unspecified) was read as PGC1a acetyl inh -1.8, EWS-Fli block 5.3, PglD DTNB -2.8, ERAP1 HTS inh 1.5, FN deposition inh -15.7, LGR2 antag 6.2, PAX8 reporter 22.1 and S100A4 MyoIIA 2.0.
CCc1ccc(-c2nc(CS(=O)CC(=O)NCc3ccco3)c(C)o2)cc1 (stereo unspecified) was read as PGC1a acetyl inh 2.4, PglD DTNB 1.4, ERAP1 HTS inh -2.0, FN deposition inh -13.0, LGR2 antag 8.8, PAX8 reporter 15.8 and S100A4 MyoIIA -2.7.
`O=C(c1ccccc1)c1ccc2ccccc2c1` gave PGC1a acetyl inh 9.8, EWS-Fli block -107.1, PglD DTNB -1.8, ERAP1 HTS inh 0.0, FN deposition inh 1.0, LGR2 antag -77.5, PAX8 reporter -119.7 and S100A4 MyoIIA -4.6.
For COC(=O)c1cc(S(=O)(=O)NCc2ccc(S(N)(=O)=O)cc2)oc1C the results were PGC1a acetyl inh 9.7, EWS-Fli block 16.8, PglD DTNB -7.5, ERAP1 HTS inh -1.6, FN deposition inh 8.0, PAX8 reporter -1.3 and S100A4 MyoIIA -2.1.
For CCCCOc1cccc(C2C(C(=O)c3ccc(C)o3)=C(O)C(=O)N2Cc2ccco2)c1 (stereo unspecified) the results were PglD DTNB -1.1, ERAP1 HTS inh 0.5, FN deposition inh -9.1, LGR2 antag 8.1, PAX8 reporter -3.6 and S100A4 MyoIIA -0.1.
Screening NC(=N\N=Cc1ccco1)/C(N)=N/N=Cc1ccco1 returned PGC1a acetyl inh 12.4, EWS-Fli block -57.6, PglD DTNB 1.7, ERAP1 HTS inh 1.2, FN deposition inh -1.3, LGR2 antag 0.5, PAX8 reporter -35.1 and S100A4 MyoIIA -1.2.
Screening Cc1ccc(CNCC(O)(c2ccccc2)c2ccc(Cl)cc2)cc1 (stereo unspecified) returned PGC1a acetyl inh -4.4, EWS-Fli block 18.9, PglD DTNB -3.8, ERAP1 HTS inh 3.4, FN deposition inh -0.9, LGR2 antag 2.9, PAX8 reporter -1.3 and S100A4 MyoIIA 1.1.
For CN1CCN(S(=O)(=O)c2cccc(C(=O)Nc3cc(C(F)(F)F)ccc3N3CCCC3)c2)CC1 the results were EWS-Fli block 5.6, ERAP1 HTS inh 0.9, FN deposition inh 4.3, LGR2 antag -21.9, PAX8 reporter -5.6 and S100A4 MyoIIA -1.0.
For CN(C[C@H]1N[C@@H](CO)[C@H]1c1ccc(-c2cccc(F)c2)cc1)C(=O)CC1CC1 the results were PGC1a acetyl inh 1.1, EWS-Fli block -2.0, PglD DTNB 1.0, FN deposition inh -13.1, LGR2 antag 3.7, PAX8 reporter -5.0 and S100A4 MyoIIA 3.2.
O=C(CSc1nnc(NC(=O)c2c(F)cccc2F)s1)NCc1ccco1 was read as EWS-Fli block -0.3, PglD DTNB -2.7, ERAP1 HTS inh 1.7, FN deposition inh 2.9, LGR2 antag 5.8, PAX8 reporter -13.6 and S100A4 MyoIIA -3.3.

Screening data: PubChem BioAssay, Broad Institute
